eLon inh: E. coli protease La inhibition | purified E. coli Lon protease, fluorescence polarization | inhibition, % at 7.94 µM | hit rate 0.42% among 360,000; in the data active means inhibition above about 13%, passing the limit was not always enough;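 further: 0% = enzyme with probe and DMSO and 100% = no enzyme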
SKN-1 block: inhibitors of C. elegans SKN-1; C. elegans VP596 Pgst-4::GFP/RFP ratio, acrylamide-induced, 24 h; inhibition, % at 21.8 µM; hit rate 0.49% among 360,000; AID 624304;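 active means interference check ratio from 0.5 to 1.5 plus GFP to RFP signal ratio inhibition reaching or exceeding a fixed threshold, cut at about 30% in these data, passing the limit was not always enough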; further: some compounds called inactive have numbers as strong as hits
MsrA inh: bovine MsrA inhibition; AID 651718; hit rate 0.75% among 360,000; inhibition, % at 15.5 µM; purified bovine MsrA, absorbance read-out; in the data active means inhibition above about 4.5%;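 further: 0% = vehicle wells with enzyme and 100% = reference inhibitor wells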
MT1-MMP act inh: MT1-MMP (human) activation inhibition; P50281; HT1080 RFP-PRO-GFP cells, GFP/RFP ratio fluorescence, overnight; percent of plate control window, DMSO zero; GFP/RFP ratio change, % at 20 µM; hit rate 0.061% among 360,000; AID 651647;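 active means GFP/RFP ratio change of at least 30% with cell ATP level not reduced by more than half and red fluorescence within 50% of control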; further: strong numbers were not always called active
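Compound: 20 µM single dose, 1% DMSO / System: HT1080 RFP-PRO-GFP cells / Controls: DMSO and RFP-L50D-GFP cell wells / Read-out basis: GFP/RFP fluorescence ratio / Schedule: overnight compound exposure at 37 °C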
bovine MsrA act: activators of bovine methionine sulfoxide reductase A; purified bovine MsrA, absorbance read-out; activation, % at 10.6 µM; hit rate 0.3% among 360,000; AID 602163; in the data active means activation above about 7.5%;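 further: 0% = vehicle and 100% = reference activator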
FAS-TE inh: blocks the thioesterase domain of human fatty acid synthase; AID 602261; P49327; inhibition, % at 15 µM; recombinant FAS-TE, OMFH fluorogenic substrate, fluorescence endpoint; hit rate 0.67% among 360,000;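 active means compounds whose normalised, plate-corrected inhibition of enzyme fluorescence in the single-dose primary screen is 50% or more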;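 further: 0% = DMSO with enzyme and 100% = substrate without enzyme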
Target sequence (P49327 whole entry, looked up, the tested form may be a part): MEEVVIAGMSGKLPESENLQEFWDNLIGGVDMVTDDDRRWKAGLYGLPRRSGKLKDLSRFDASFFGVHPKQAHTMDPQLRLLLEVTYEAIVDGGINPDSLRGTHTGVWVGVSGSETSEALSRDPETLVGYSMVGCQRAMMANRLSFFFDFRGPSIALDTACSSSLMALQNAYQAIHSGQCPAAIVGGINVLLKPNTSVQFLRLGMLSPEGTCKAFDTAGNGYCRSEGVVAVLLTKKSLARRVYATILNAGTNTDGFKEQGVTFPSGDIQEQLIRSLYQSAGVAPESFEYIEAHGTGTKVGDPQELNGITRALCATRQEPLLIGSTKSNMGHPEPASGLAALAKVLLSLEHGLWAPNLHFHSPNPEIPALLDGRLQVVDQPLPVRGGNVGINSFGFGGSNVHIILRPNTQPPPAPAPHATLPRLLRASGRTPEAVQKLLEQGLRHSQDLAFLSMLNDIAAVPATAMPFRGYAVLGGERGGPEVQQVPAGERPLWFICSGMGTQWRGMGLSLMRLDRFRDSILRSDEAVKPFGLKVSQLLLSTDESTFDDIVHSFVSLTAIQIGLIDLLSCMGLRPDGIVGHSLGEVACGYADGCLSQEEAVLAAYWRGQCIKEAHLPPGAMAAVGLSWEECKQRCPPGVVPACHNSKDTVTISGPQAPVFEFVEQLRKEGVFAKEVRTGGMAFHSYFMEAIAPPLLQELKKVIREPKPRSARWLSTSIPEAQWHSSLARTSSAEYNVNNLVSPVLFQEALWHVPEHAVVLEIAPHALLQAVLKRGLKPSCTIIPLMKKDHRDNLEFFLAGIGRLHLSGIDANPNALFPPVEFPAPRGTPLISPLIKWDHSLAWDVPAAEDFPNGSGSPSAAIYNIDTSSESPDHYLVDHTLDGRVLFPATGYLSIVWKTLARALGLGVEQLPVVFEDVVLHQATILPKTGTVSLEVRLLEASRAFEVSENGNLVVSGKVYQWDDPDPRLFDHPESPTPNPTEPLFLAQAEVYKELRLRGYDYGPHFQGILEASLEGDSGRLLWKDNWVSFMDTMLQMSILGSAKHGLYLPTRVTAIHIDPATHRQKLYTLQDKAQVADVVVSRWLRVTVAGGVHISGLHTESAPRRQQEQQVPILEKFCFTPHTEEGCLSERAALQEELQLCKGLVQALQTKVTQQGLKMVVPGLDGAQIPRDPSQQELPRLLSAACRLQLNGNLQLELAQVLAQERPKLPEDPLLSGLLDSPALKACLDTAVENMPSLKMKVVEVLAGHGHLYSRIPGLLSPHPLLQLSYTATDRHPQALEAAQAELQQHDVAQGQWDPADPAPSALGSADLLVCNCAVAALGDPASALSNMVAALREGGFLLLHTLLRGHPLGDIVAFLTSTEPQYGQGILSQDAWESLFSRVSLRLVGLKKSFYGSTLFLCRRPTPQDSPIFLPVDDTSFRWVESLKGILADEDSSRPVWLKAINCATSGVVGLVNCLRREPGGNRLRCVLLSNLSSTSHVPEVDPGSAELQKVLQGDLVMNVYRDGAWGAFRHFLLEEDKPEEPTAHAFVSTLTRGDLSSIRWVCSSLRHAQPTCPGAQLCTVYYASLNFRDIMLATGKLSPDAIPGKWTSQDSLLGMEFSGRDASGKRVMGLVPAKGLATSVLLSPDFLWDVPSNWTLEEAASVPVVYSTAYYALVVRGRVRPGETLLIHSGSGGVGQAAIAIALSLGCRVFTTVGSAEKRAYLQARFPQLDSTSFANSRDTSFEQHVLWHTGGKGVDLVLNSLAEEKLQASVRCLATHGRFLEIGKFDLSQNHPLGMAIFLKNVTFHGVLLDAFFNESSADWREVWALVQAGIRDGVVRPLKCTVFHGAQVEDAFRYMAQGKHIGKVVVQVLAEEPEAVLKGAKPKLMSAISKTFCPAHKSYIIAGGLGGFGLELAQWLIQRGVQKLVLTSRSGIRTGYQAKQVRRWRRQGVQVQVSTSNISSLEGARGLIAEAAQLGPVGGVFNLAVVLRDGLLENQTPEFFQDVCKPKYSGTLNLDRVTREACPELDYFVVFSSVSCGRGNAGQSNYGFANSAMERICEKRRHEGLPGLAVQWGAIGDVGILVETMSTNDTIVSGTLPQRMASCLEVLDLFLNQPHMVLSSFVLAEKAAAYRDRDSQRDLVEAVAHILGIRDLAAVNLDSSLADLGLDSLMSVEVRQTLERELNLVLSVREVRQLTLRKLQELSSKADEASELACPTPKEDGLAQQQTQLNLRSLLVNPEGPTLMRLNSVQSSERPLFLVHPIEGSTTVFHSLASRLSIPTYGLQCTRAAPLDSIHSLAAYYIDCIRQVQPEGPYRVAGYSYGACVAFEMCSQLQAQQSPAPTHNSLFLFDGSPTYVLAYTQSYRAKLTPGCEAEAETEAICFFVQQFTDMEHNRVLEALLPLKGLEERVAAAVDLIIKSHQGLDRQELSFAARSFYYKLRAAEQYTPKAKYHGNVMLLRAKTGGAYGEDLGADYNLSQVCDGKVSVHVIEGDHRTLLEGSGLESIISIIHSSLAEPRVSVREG
MLLE-PAM2 inh: blocks PAM2 peptide binding to the PABP1 MLLE domain; GST-MLLE / FITC-PAM2 fluorescence polarization; inhibition, % at 20 µM; hit rate 0.36% among 360,000; in the data active means inhibition above about 35%, passing the limit was not always enough;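 further: plate controls were DMSO wells with GST-MLLE for no effect and wells lacking GST-MLLE protein for full effect; some results filed as inactive read as strong as hits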
CendR NRP1 mod: alters CendR peptide binding to human NRP-1; hit rate 0.85% among 360,000; AID 602438; FAM-RPARPAR peptide binding to NRP-1, fluorescence polarization; inhibition, % at 25 µM; O14786;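 active means inhibition or corrected inhibition above about 18%, plus a signal ratio from 0.5 to 1.5, limit read from the data, passing the limit was not always enough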; further: strong numbers were not always called active
Tb MetRS inh: blocks T. brucei methionyl-tRNA synthetase activity; AID 624268; inhibition, % at 11.9 µM; hit rate 0.4% among 360,000; purified T. brucei MetRS, ATP depletion, Kinase-Glo luminescence;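 active means inhibition above a per-plate cutoff of the control wells' mean inhibition plus 3 SD, cut at about 5.5% in these data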;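 further: 0% = DMSO wells median and 100% = median of wells with control inhibitor compound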
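Material: T. brucei methionyl-tRNA synthetase, purified; reagent: substrates ATP, L-methionine and bulk Escherichia coli tRNA; dosing: 11.9 µM single point; timing: 15 min plus 2 h at 25 °C; detection: luminescence of leftover ATP; evaluation: % inhibition; control set: DMSO-only wells as low control; replicates: singlicate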
The depositor's hits bear a star; . = not tested or not shown. Compounds were not picked by outcome; about 4% have a hit in one of these screens.

item	compound	eLon inh	SKN-1 block	MsrA inh	MT1-MMP act inh	bovine MsrA act	FAS-TE inh	MLLE-PAM2 inh	CendR NRP1 mod	Tb MetRS inh
1	O=C(COC(=O)c1cccs1)NCCC1=CCCCC1	-3.1	7.7	-0.7	1.6	-5.2	-0.2	-7.9	3.6	-0.5
2	COc1nn(-c2ccccc2)c(=O)c(Cl)c1Cl	-4.4	16.9	1.6	-9.2	-2.9	2.5	-9.3	-19.6	0.1
3	CN(C)N=C1c2cc(S(=O)(=O)N(C)C)ccc2-c2ccc(S(=O)(=O)N(C)C)cc21	4.0	6.0	0.4	-3.7	-2.0	2.2	8.7	1.6	0.3
4	CCCn1c(SCC(=O)c2ccc3c(c2)OCCO3)nc2c1c(=O)n(C)c(=O)n2C	-8.9	9.7	-0.9	4.6	-2.0	-7.5	-5.3	-0.4	-0.1
5	Cc1nc(SCC(=O)CC(=O)OC(C)C)c(C#N)c(C)c1C	6.7	5.1	0.9	9.1	0.2	25.5	9.5	10.5	0.2
6	Cc1ccccc1N1CCN(S(=O)(=O)CC23CCC(CC2=O)C3(C)C)CC1 (stereo not drawn)	-3.0	13.6	-1.3	0.8	1.1	16.6	1.9	-6.1	-0.7
7	CC1CN(C(=O)CCc2cc(C(C)(C)C)c(O)c(C(C)(C)C)c2)CC(C)O1 (stereo not drawn)	0.6	13.8	-1.3	-1.3	-2.7	1.7	-1.9	11.5	-0.2
8	CCCCN(Cc1ccc(C(=O)N[C@H](C(=O)O)C(C)C)cc1)C(=O)C(c1ccccc1)c1ccccc1	-2.8	14.6	0.1	-4.1	-2.4	-2.4	0.0	6.2	0.2
9	Cc1onc(C(=O)N2C(C)CCCC2C)c1[N+](=O)[O-] (stereo not drawn)	-17.7	0.8	1.2	0.1	8.8*	-9.1	11.2	13.4	-0.6
10	COc1ccc(NC(=O)c2cc(C)on2)cc1OC	-4.4	15.3	1.1	-0.6	-3.8	-5.6	-10.1	-1.3	-0.3
11	CC(C)N1CCC(N2CCN(C3CCCC3)CC2CCO)CC1 (stereo not drawn)	-4.0	3.8	0.0	0.9	-3.6	-4.4	15.8	4.5	0.2
12	Cc1nn(-c2ccccc2)c2c1cc1c(=O)n(C)c(=O)nc-1n2-c1ccccc1F	6.9	12.9	1.2	0.4	-2.2	-14.4	-28.4	-16.2	-0.6
13	Cn1c(=O)c2c(ncn2CCCC(=N)N2CCOCC2)n(C)c1=O	-1.9	-10.0	-1.6	0.5	0.0	-4.3	9.1	-16.4	0.0
14	CC1CCc2c(sc(NC(=O)c3ccc(N4C(=O)CCC4=O)cc3)c2C(N)=O)C1 (stereo not drawn)	-14.6	10.4	0.2	2.7	-4.4	11.1	2.3	2.6	-0.3
15	COc1ccc(C=CC(=O)c2ccc3cc(OC)c(OC)cc3c2)cc1OC	-11.2	-1.0	2.0	0.3	-5.3	3.7	-8.8	-13.1	0.1
16	Cc1ccc(S(=O)(=O)c2nc(-c3ccccc3)oc2N2CCCC2)cc1	-1.2	11.8	-0.8	1.4	-1.2	-10.4	22.1	0.5	-0.1
17	CCNS(=O)(=O)c1ccc2c3c(cccc13)C(=O)N2	4.1	8.0	1.9	3.3	-1.8	-8.1	2.3	-12.5	0.3
18	COc1ccc(C(=O)O)cc1S(=O)(=O)Nc1ccc(Oc2ccccc2)cc1	-8.7	12.0	-0.3	-0.2	-3.7	-3.4	-1.9	-3.5	-0.3
19	Cc1cc2n(n1)C(c1ccccc1)Nc1ccccc1-2 (stereo not drawn)	-10.5	7.3	1.9	2.5	-7.1	4.6	1.1	13.3	-1.2
20	COc1ccc(C2NC3=C(CCC3)C3(C#N)C(OC)(OC)N=C(N)C23C#N)cc1 (stereo not drawn)	-3.3	9.7	.	-12.1	-2.1	-5.7	-19.7	-23.1	0.2
21	Cc1ccccc1NS(=O)(=O)c1ccc(NC(=O)N2CCCCC2)cc1	-4.7	1.5	0.5	5.2	1.2	-1.5	-6.8	-2.6	-0.3
22	N#CCCN/N=C(/Cc1nc2ccccc2[nH]1)c1cccc(Cl)c1	-9.1	1.2	-0.9	-9.1	0.5	-2.7	-39.7	-19.3	1.4
23	CCNc1nc(N)c(C(=C(C#N)C#N)c2ccccc2)s1	-1.8	-6.9	2.6	1.6	-1.9	4.7	-2.2	-2.0	0.2
24	COc1ccc2c(=O)cc(C(F)(F)C(F)(F)F)oc2c1	-8.0	3.0	0.9	5.0	-2.9	-0.6	4.8	0.3	-0.1
25	COc1ccc(CC(=O)NC(=S)Nc2cccc(C)c2)cc1	-0.5	13.2	-0.5	4.4	-3.7	23.0	23.4	5.4	-0.5
26	O=C(c1ccc(CNc2c(N3CCCC3)c(=O)c2=O)cc1)N1CCN(C2CCCCC2)CC1	-1.3	-9.0	-0.3	3.2	-1.5	1.0	-1.0	-6.9	0.1
27	Cc1ccc(C(=O)Oc2ccccc2C(=O)N2CCOCC2)cc1	10.8	-1.8	-0.9	-5.5	-0.8	-6.7	9.1	7.2	-0.4
28	CCn1cc(/C=N/NC(=O)c2cc3c(ccc4ccccc43)o2)c2ccccc21	-2.6	18.1	2.0	-2.5	-1.8	28.4	5.8	-6.2	0.4
29	O=c1cc(-c2ccccc2)nc(SCCOc2ccccc2Cl)[nH]1	4.0	-2.0	1.1	1.2	-2.0	-1.4	6.2	11.8	-0.1
30	COc1cccc(OCC(Cn2c(C)nc3ccccc32)OC(C)=O)c1 (stereo not drawn)	4.1	-3.2	-1.3	-4.8	-2.6	3.2	17.0	8.3	-0.6

Among those listed so far, three contain an aryl thioether with sulfur outside any ring.
item	compound	eLon inh	SKN-1 block	MsrA inh	MT1-MMP act inh	bovine MsrA act	FAS-TE inh	MLLE-PAM2 inh	CendR NRP1 mod	Tb MetRS inh
4	CCCn1c(SCC(=O)c2ccc3c(c2)OCCO3)nc2c1c(=O)n(C)c(=O)n2C	-8.9	9.7	-0.9	4.6	-2.0	-7.5	-5.3	-0.4	-0.1
5	Cc1nc(SCC(=O)CC(=O)OC(C)C)c(C#N)c(C)c1C	6.7	5.1	0.9	9.1	0.2	25.5	9.5	10.5	0.2
29	O=c1cc(-c2ccccc2)nc(SCCOc2ccccc2Cl)[nH]1	4.0	-2.0	1.1	1.2	-2.0	-1.4	6.2	11.8	-0.1

(further entries)
item	compound	eLon inh	SKN-1 block	MsrA inh	MT1-MMP act inh	bovine MsrA act	FAS-TE inh	MLLE-PAM2 inh	CendR NRP1 mod	Tb MetRS inh
31	O=C(CSc1nc(O)c(Cc2ccccc2)c(=O)[nH]1)Nc1nnc(SCc2ccccc2)s1	1.6	-5.0	0.2	6.7	-4.0	-1.1	36.9*	-23.7	-0.8
32	COc1cc(-c2nnc(SCC(=O)N3c4ccccc4Sc4ccccc43)o2)cc(OC)c1OC	2.2	11.8	-0.4	5.6	-1.2	43.8	-15.0	6.7	0.2
33	C[C@H]1C(c2ccc(F)cc2)=NN(c2ccccc2)[C@@H]1CO	-5.3	8.2	1.9	3.1	-1.6	0.0	-0.1	-4.7	1.0
34	CCOC(=O)COc1ccccc1C1Nc2ccccc2C(=O)N1c1cccc(Cl)c1 (stereo not drawn)	-0.3	3.0	-0.2	8.4	-7.2	28.8	-9.5	15.8	-1.8
35	Cn1cc(C(=O)NC2CCCCC2)c(=O)c2cc(S(=O)(=O)N3CCOCC3)ccc21	-0.9	20.1	0.3	-0.6	-0.6	-14.6	8.1	-6.7	-0.5
36	O=C1N(Cc2cccc(Cl)c2)C[C@@H]2C[C@@H](c3cccc4ncccc34)N3CCC[C@@]123	-1.9	-8.1	-1.6	-1.0	-3.6	8.3	13.3	-10.0	-0.2
37	Cc1ccccc1NC(=O)C(=O)NCCc1c[nH]c2ccccc12	-1.7	-1.7	0.4	0.7	0.0	1.1	8.8	-2.6	-0.7
38	O=C(NC(C(=O)NCCN1CCOCC1)C12CC3CC(CC(C3)C1)C2)C1CCCCC1 (stereo not drawn)	5.5	-5.0	-0.5	1.3	-4.2	-6.3	17.7	20.2	-0.9
39	O=C(CCC(=O)NCc1ccccc1)NCc1ccccc1	-4.0	-1.4	-1.3	-0.9	-3.6	-6.1	10.1	2.4	-1.0
40	CCOc1cc(C(=O)Nc2ncn[nH]2)cc(OCC)c1OCC	-0.4	-7.0	1.7	1.2	-0.3	-10.9	-0.8	-7.8	-0.1
41	CCOC(=O)CC(S(=O)(=O)c1ccccc1)S(=O)(=O)c1ccccc1	-2.2	3.3	1.0	-2.5	-17.3	-3.8	23.1	-3.9	-0.4
42	CCc1ccccc1N(C)S(=O)(=O)c1ccc2[nH]cc(C(=O)O)c(=O)c2c1	3.1	10.3	0.6	-7.8	0.1	-0.6	-0.9	-12.2	-0.2
43	CCc1ccc(-n2c(=S)sc3c(=O)n(-c4ccccc4)c(SCC(=O)O)nc32)cc1	-0.8	0.6	3.9	3.3	-4.9	1.6	1.8	12.0	1.1
44	COc1ccc2c(c1OC)C(=O)N1C2SC[C@H]1C(=O)NC1CC(C)(C)NC(C)(C)C1 (stereo partly drawn)	-8.8	1.8	1.7	0.1	-6.0	-5.0	7.8	-5.5	-1.2
45	Cc1nc2ccccc2c(=O)n1NC(=O)c1cncc(Br)c1	-3.1	-7.5	0.9	0.8	-2.6	-3.4	-14.9	-7.9	-0.7

An excerpt from above, showing only Tb MetRS inh, MsrA inh and eLon inh.
cpd	smiles	Tb MetRS inh	MsrA inh	eLon inh
36	O=C1N(Cc2cccc(Cl)c2)C[C@@H]2C[C@@H](c3cccc4ncccc34)N3CCC[C@@]123	-0.2	-1.6	-1.9
41	CCOC(=O)CC(S(=O)(=O)c1ccccc1)S(=O)(=O)c1ccccc1	-0.4	1.0	-2.2

Sorted by value in Tb MetRS inh (largest number first): 3 of the compounds above
nr | Compound | Tb MetRS inh
28 | CCn1cc(/C=N/NC(=O)c2cc3c(ccc4ccccc43)o2)c2ccccc21 | 0.4
2 | COc1nn(-c2ccccc2)c(=O)c(Cl)c1Cl | 0.1
12 | Cc1nn(-c2ccccc2)c2c1cc1c(=O)n(C)c(=O)nc-1n2-c1ccccc1F | -0.6

More compounds follow:
item	compound	eLon inh	SKN-1 block	MsrA inh	MT1-MMP act inh	bovine MsrA act	FAS-TE inh	MLLE-PAM2 inh	CendR NRP1 mod	Tb MetRS inh
46	O=C(O)C1CCCN(S(=O)(=O)c2ccc(F)cc2)C1 (stereo not drawn)	-4.9	-21.4	-0.2	0.8	-3.2	-6.1	9.6	-14.0	-0.5
47	CC1CCC2(CC1)NC(=O)N(CC(=O)N1CCOCC1)C2=O (stereo not drawn)	-6.1	9.0	-0.4	0.2	-1.1	-6.4	-15.6	-1.2	0.4
48	O=[N+]([O-])CC(c1ccc(F)cc1)c1c[nH]c2ccccc12 (stereo not drawn)	6.3	19.1	0.6	-3.3	-0.9	19.3	-7.5	-0.3	0.7
49	O=C(Nc1ccc(N2CCOCC2)c(Cl)c1)c1cc(F)c(F)cc1Cl	2.3	13.6	1.1	2.3	0.0	9.3	4.0	-6.5	1.0
50	CCS(=O)(=O)C(=C1NCCO1)S(=O)(=O)CC	0.6	-1.4	-0.1	0.4	-13.0	-9.6	10.8	2.6	-1.2
51	CCOc1ccc(C(=O)OCC(=O)Nc2cccnc2Cl)cc1OCC	-6.3	-0.9	-0.2	1.8	1.9	-2.1	-2.0	5.6	0.0
52	CCOC(=O)/C=C1\SCC(=O)N1CC(=O)c1ccc[nH]1	-18.4	4.2	0.5	-8.1	0.2	-7.0	-27.4	-23.2	0.1
